Rac1 GTP hydrolysis – MgcRacGAP GTPase-activating activity inhibitors, confirmation, biochemical, ADP Hunter fluorescence | 340,000 tested, 0.6% active | Rac GTPase-activating protein 1 (Homo sapiens) | MgcRacGAP-stimulated Rac1 GTP hydrolysis, ADP Hunter fluorescence; higher % means a stronger effect; GST-tagged Rac1 F28L mutant substrate | inhibition, % at 30 µM; hits with a dose series show IC50 in µM;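 active means first-screen hits whose inhibition reached a set limit at any dose in the follow-up dose series; inconclusive means inhibition above the set first-screen limit but never retested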;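 further: fluorescence reports GDP produced by GAP-driven GTP hydrolysis; strong numbers were not always called active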
RSV antiviral HEp-2 – RSV antiviral activity via CPE protection, HEp-2 cells, primary 10 µM value included (AID 2391). HEp-2 cells, RSV-induced CPE inhibition; higher % means a stronger effect. CPE inhibition, % at 10 µM; hits with a dose series show IC50 in µM. 310,000 tested, 0.13% active; in the data active means a potency from the dose series; inconclusive means CPE inhibition mostly from about 23% at the one dose, without a potency; inactive means the rest, 99 in 100 with CPE inhibition below about 21%; further: strong numbers were not always called active
bCat nuc transl – modulators of beta-catenin nuclear translocation, primary screen, imaging, HeLa cells, immunofluorescence, high-content; nuclear translocation activity, % at 5 µM; 190,000 tested, 0.3% active;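 active means nuclear translocation activity above 50% at 5 µM, with a well cell count of 50 or more; inconclusive means wells under 50 cells across six images, flagged as toxic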;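 further: per-cell ratio of nuclear to cytoplasmic median beta-catenin stain intensity; plate controls were DMSO negative control for no effect and GSK-3 inhibitor IX positive control for full effect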
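Read-out: Nuclear/cytoplasmic beta-catenin signal ratio, % activation | Assay system: Human HeLa cell line | Times: 24 h compound exposure at 37°C, 5% CO2 | Signal: Fluorescence imaging of beta-catenin antibody stain plus DAPI | Dosing: 5 µM primary, 0.02–20 µM confirmation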
Myeloid diff 2 – induction of myeloid progenitor differentiation, primary screen, cell-based, flow cytometry, MLPCN library; ER-HoxA9 myeloid progenitors, lysozyme-GFP differentiation; calls only at 10 µM; 360,000 tested, 1% active;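 active means normalized GFP-positive differentiation at or above the plate's own cutoff, the solvent-only control mean plus 3 SD; inconclusive means no clear call, values can overlap the other calls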;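 further: cells exposed to compound for four days before flow analysis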
PhoP inhibition – inhibitors of PhoP regulon expression, primary screen, Salmonella Typhimurium, GFP reporter (AID 1863) | S. Typhimurium PhoP-regulated promoter GFP reporter, 4 h; higher % means a stronger effect | inhibition, % at 50 µM; hits with a dose series show IC50 in µM | 300,000 tested, 0.16% active;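 active means inhibition over 29.93%, a cutoff 3 SD above the screen mean, later confirmed by dose response; inconclusive means inhibition over 29.93% but no dose response follow-up; inactive means inhibition at most 29.93% or unconfirmed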;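 further: 0% = low Mg2+ inducing control and 100% = high Mg2+ repressing control; strong numbers were not always called active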
West Nile virus CPE – West Nile virus antiviral activity, cell-based, CPE readout (AID 1621) | West Nile virus-infected cells, CPE inhibition; higher % means a stronger effect | CPE inhibition, % at 10 µM, or IC50 in µM where a hit was titrated | 290,000 tested, 0.02% active; in the data active means a potency from the dose series; inconclusive means CPE inhibition mostly from about 3.7% at the one dose, without a potency; inactive means the rest, 99 in 100 with CPE inhibition below about 2.2%; further: strong numbers were not always called active
WT yeast gro inh – growth inhibition of WT strain, primary screen, mitochondrial fusion inhibitor project, WT and mutant strains, chemical genetic. mitochondrial fusion phenotypic screen. inhibition, % at 10 µM. 190,000 tested, 2.1% active. AID 1362, 2008; in the data active means inhibition above about 58%; tested in S. cerevisiae
T cell HTS – modulators of CD8 T cell-vesicle binding, primary screen, mouse 2C CD8+ T cells, flow cytometry. 2C CD8+ T cell-vesicle binding; hits give low values. AID 2052, 2009. calls only at 7 µM. 330,000 tested, 0.068% active;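 active means response, share of CD8 T cells binding vesicles, and their 90th percentile fluorescence all below set limits, cut at about 80% in these data, passing the limit was not always enough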
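Assay system: 2C TCR transgenic mouse naive CD8+ T cells, MACS-purified | Read-out: CD8+ gate FL2 mean fluorescence as % of same-row positive control | Signal: High-throughput flow cytometry with anti-B7-1 and anti-CD8 staining | Timing: Binding step 1.5 h, 37 °C, antibody labelling 20 min, ice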
Large T inhibition – SV40 large T antigen inhibitors, biochemical (AID 1903); SV40 large T antigen ATPase/helicase inhibition assay; higher % means a stronger effect; one-dose inhibition, % at 20 µM; IC50 in µM for titrated hits; 310,000 tested, 0.39% active; in the data active means a potency from the dose series; inconclusive means inhibition mostly from about 32% at the one dose, without a potency; inactive means the rest, 99 in 100 with inhibition below about 32%; further: strong numbers were not always called active
WT yeast gro inh mutant strain – further read-out of WT yeast gro inh, marked with its call; inhibition, %; mitochondrial fusion phenotypic screen, mutant strain inhibition
bCat nuc transl cell count 5 µM – second read-out of bCat nuc transl, no call of its own (marks repeat the call); cell count; measured here: cell count, cytotoxicity flag
T cell HTS vesicle-bound % – recorded beside T cell HTS, whose call it bears; double positive events, %; measured here: CD8+ vesicle-bound cell fraction;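 binding gate set so that unloaded-vesicle control wells show 10% double positive cells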
Myeloid diff 2 GFP+ MAC1+ % – also measured in Myeloid diff 2; calls as there; GFP+ MAC1+ double positive, %; measured here: differentiation confirmed by MAC1 staining
An asterisk follows results filed as active; i = inactive; ? = inconclusive; · = no result given; + = active, no number.

Results follow in this order: Rac1 GTP hydrolysis, bCat nuc transl, RSV antiviral HEp-2, Myeloid diff 2, WT yeast gro inh mutant strain, bCat nuc transl cell count 5 µM, WT yeast gro inh, PhoP inhibition, West Nile virus CPE, T cell HTS, Large T inhibition, Myeloid diff 2 GFP+ MAC1+ %, T cell HTS vesicle-bound %
> CCOC(=O)c1cnn(-c2nc3c(C)cccc3s2)c1C(F)(F)F
    11%, -0.4, 1.3%, i, ·, 1074, ·, 11%, 0.0%, i, 14%, 0.9, 45
> S=C(Nc1ccccc1Cl)N1CCCC1
    9%, -0.6, 0.7%, i, -12, 937, -21, -11%, 0.1%, i, 23%, 0.1, 53
> COC(=O)C1CCN(C(=O)C(C)Oc2ccc(Cl)cc2Cl)CC1 (stereo unspecified)
    8%, ·, 1.6%, i, 5, ·, -9, 8%, -0.2%, i, 1%, 6.0, 54
> O=C(Nc1ccccc1-c1nnn(CC(=O)N2CCOCC2)n1)c1ccccc1F
    -3%, -0.4, 0.6%, i, 2, 1510, -1, -4%, 0.1%, i, 19%, 0.3, 28
> O=C1CC2(CCN(C(=O)C3CC(=O)N(c4ccccc4)C3)CC2)Oc2ccccc21 (stereo unspecified)
    4%, ·, 5.3%, i, ·, ·, ·, -3%, ·, i, 8%, 1.0, 23
> CCCC/C(O)=C1\C(=O)CC(C)(C)CC1=Nc1ccc(OC)cc1
    3%, 0.0, 1.0%, i, ·, 1363, ·, 6%, 0.9%, i, 1%, 0.4, 62
> CCC(C)Nc1nc(N)c([N+](=O)[O-])c(NCc2ccccc2)n1 (stereo unspecified)
    7%, ·, 0.0%, i, ·, ·, ·, -7%, 1.4%, i, 4%, 1.3, 20
> COc1ccc(Cc2nc3c4c(ncn3n2)Oc2c(ccc3ccccc23)C4c2ccc(OC)c(OC)c2)cc1 (stereo unspecified)
    0%, 0.5, 1.1%, i, 1, 1245, -8, -4%, 1.1%, i, 4%, 0.8, 46
> COc1ccc2oc(C(=O)Nc3nc4ccccc4[nH]3)c(C)c2c1
    8%, -0.4, 3.0%, i, ·, 1386, ·, -6%, 0.0%, i, 7%, 0.2, 11
> Cc1ccc2c(c1)c1c(n2CC(O)CN2CCC(C)CC2)CCCC1 (stereo unspecified)
    -3%, -0.9, -2.6%, i, ·, 1402, ·, 10%, -1.1%, i, 11%, 1.5, 46
> COC(=O)C(CCSC)NC(=O)c1cn(-c2ccc(OC)cc2)c(=O)c2ccccc12 (stereo unspecified)
    11%, ·, 1.9%, i, ·, ·, ·, -8%, 0.1%, i, 8%, 0.7, 39
> CCOc1ccc(NC(=S)NCCN2CCN(Cc3ccccc3)CC2)cc1
    9%, 0.5, -0.9%, i, 7, 1161, 14, 2%, -1.4%, i, 10%, 0.3, 18
> COc1ccc(-c2cc(C(=O)N3CC(C)CC(C)C3)c3ccccc3n2)cc1 (stereo unspecified)
    3%, ·, ?, i, ·, ·, ·, 10%, ·, i, 11%, 0.5, 45
> CC(C)(C)n1cnnc1Sc1ncccc1[N+](=O)[O-]
    9%, 0.6, 0.1%, i, ·, 1328, ·, -11%, 0.5%, i, -4%, 0.2, 20
> CCc1ccc[n+](-c2[nH]c(=O)sc2/C=N/N=C(\N)[O-])c1
    8%, -0.4, ·, i, ·, 1406, ·, ·, -0.3%, i, 22%, 0.4, 19
> CC(NC(=O)COC(=O)c1ccc(OCC2CCCO2)cc1)c1ccccc1Cl (stereo unspecified)
    4%, ·, -0.4%, i, ·, ·, ·, ·, ·, i, ·, 0.7, 24
> O=C(NCCc1nc2ccc(Cl)cc2[nH]1)C1CCC(=O)N(Cc2cccc(F)c2)C1 (stereo unspecified)
    5%, ·, 2.0%, i, ·, ·, ·, -1%, 0.2%, +, 26%, 0.9, 1.0*
> Cc1ccccc1OCC(=O)Nc1ccccc1N1CCCCC1
    4%, -1.3, 6.4%, i, -9, 742, 43, 26%, 0.0%, i, 11%, 1.8, 53
> O=[N+]([O-])c1cccc(/C=N/N2CCN(Cc3ccc(Cl)cc3)CC2)c1
    -2%, 0.4, 18%, i, ·, 1375, ·, -6%, -0.6%, i, 3%, 0.2, 20
> Cc1ccc2c(c1)sc(C)[n+]2CCCS(=O)(=O)[O-]
    ?, -0.2, -0.3%, i, 5, 1133, 3, 3%, 0.8%, i, 18%, 0.5, 17

3 compounds from above, arranged by the number in PhoP inhibition, falling.
canonical_smiles | PhoP inhibition
CCOc1ccc(NC(=S)NCCN2CCN(Cc3ccccc3)CC2)cc1 | 2%
O=C(NCCc1nc2ccc(Cl)cc2[nH]1)C1CCC(=O)N(Cc2cccc(F)c2)C1 (stereo unspecified) | -1%
O=[N+]([O-])c1cccc(/C=N/N2CCN(Cc3ccc(Cl)cc3)CC2)c1 | -6%

New compounds follow
Results follow in this order: Rac1 GTP hydrolysis, bCat nuc transl, RSV antiviral HEp-2, Myeloid diff 2, WT yeast gro inh mutant strain, bCat nuc transl cell count 5 µM, WT yeast gro inh, PhoP inhibition, West Nile virus CPE, T cell HTS, Large T inhibition, Myeloid diff 2 GFP+ MAC1+ %, T cell HTS vesicle-bound %
> Cc1ccc(NC(=O)/C(=C/C=C/c2ccccc2)NC(=O)c2ccccc2)cc1
    4%, -0.6, 2.5%, i, -4, 1121, 9, -15%, 0.0%, i, 4%, 0.6, 45
> COc1ccc(CN(C)C(=O)c2cnc(C)cn2)c(OC)c1OC
    6%, ·, 2.3%, i, ·, ·, ·, 0%, -0.6%, i, 9%, 0.7, 5
> NS(=O)(=O)OCCCc1ccccc1
    6%, ·, 0.6%, i, ·, ·, ·, -1%, -0.6%, i, 6%, 1.5, 17
> COc1ccc(S(=O)(=O)N2CCN(C)CC2)cc1NC(=O)c1ccccc1C
    10%, ·, 0.4%, i, ·, ·, ·, 10%, -0.5%, i, 4%, 0.5, 34
> O=C(CSc1n[nH]c(-c2ccncc2)n1)Nc1ccc(F)cc1
    4%, ·, 0.8%, ·, ·, ·, ·, 7%, 0.3%, i, 4%, ·, 12
> CCCCOCCCNCC(=O)Nc1ccc(S(N)(=O)=O)cc1
    7%, 1.4, 0.0%, i, 7, 1055, 6, 4%, -0.2%, i, -9%, 0.3, 26
> CC(C)(C)C1CCc2nc(NC(=O)Cc3cn4ccsc4n3)sc2C1 (stereo unspecified)
    12%, -3.2, -0.7%, i, 41, 1107, 18, 17%, 0.3%, i, 10%, 0.4, 15
> Cc1nc2sc(C(=O)O)c(N)c2c2c1COC(C)(C)C2
    14%, ·, 0.5%, i, -18, ·, 3, -1%, 0.7%, i, 22%, 1.0, 16
> Cc1c(C)c(C)c(CO/N=C/c2cccs2)c(C)c1C
    10%, -1.1, 3.3%, i, ·, 1103, ·, 6%, 0.5%, i, 9%, 0.6, 16
> O=C(NCCN1CCOCC1)Nc1ccc(Cl)cc1Cl
    -1%, -0.8, 0.3%, i, -7, 1055, 7, 2%, -0.5%, i, 1%, 8.4, 19
> COc1ccc(NC(=O)c2ccco2)cc1S(=O)(=O)N1CCCCC1
    10%, ·, 1.2%, i, ·, ·, ·, 1%, -0.6%, i, 5%, 0.4, 22
> O=C(CSc1nc(=O)n(CCN2CCOCC2)c2c1CCCC2)Nc1ccc(F)cc1F
    -3%, ·, -1.8%, i, ·, ·, ·, -3%, ·, i, 9%, 1.2, 28
> O=C(Nc1ccc(C(=O)O)cc1)/C(=C\c1ccco1)NC(=O)c1ccco1
    14%, ·, -0.3%, i, ·, ·, ·, 0%, -0.4%, i, 4%, 0.6, 8
> COc1ccccc1OCCOc1ccc(/C=C2\C(=N)N3N=C(S(C)(=O)=O)SC3=NC2=O)cc1
    16%, ·, 40%, i, ·, ·, ·, -6%, 0.1%, i, 24%, 0.2, 60
> O=C(COC(=O)c1ccc(N2CCCC2=O)cc1)NCc1ccco1
    4%, -1.9, 0.0%, i, 3, 1121, -3, 0%, 0.1%, i, 6%, 0.5, 20
> CCCC(=O)Nc1cc2c(cc1C(=O)c1ccccc1)OCCO2
    17%, -6.4, 2.5%, i, 19, 967, 6, 0%, -0.2%, i, 2%, 0.5, 52
> Cn1cc(/C=N/NC(=O)c2ccc(C#N)cc2F)c2ccccc21
    -2%, -0.4, 5.3%, i, 11, 1095, -3, 7%, -0.2%, i, 11%, 0.1, 25
> OC(C#CCN1CCCC1)c1ccccc1 (stereo unspecified)
    4%, -3.4, 1.8%, i, -1, 875, -6, -1%, -0.2%, i, 13%, 4.0, 30
> CC(O)c1nc2ccccc2n1CCCCOc1ccccc1 (stereo unspecified)
    7%, -1.2, 8.5%, i, -20, 1089, 3, -4%, -1.6%, i, 11%, 0.3, 35
> COc1cccc(NC(=O)CCCn2c(=O)[nH]c3ccccc3c2=O)c1
    6%, -2.5, 0.6%, i, 11, 896, -5, -6%, -0.2%, i, 17%, 0.7, 26
> COc1ccc(CC(=O)N/N=C/c2sccc2C)cc1
    8%, ·, 0.4%, ·, ·, ·, ·, -5%, 0.0%, i, 5%, ·, 59
> Fc1cccc(CNC2CCN(CCc3ccccc3)CC2)c1
    6%, ·, -0.9%, i, ·, ·, ·, 14%, -1.3%, i, 0%, 1.4, 35

Compounds were not picked by outcome. About 3.6% of those tested had a hit in this group.
